p53 reactivation – re-activators of mutant p53; H1299 p53-A138V BP100-luciferase reporter, luminescence, 24 h; Potency, µM (top dose mostly 92.2 µM), for inactives: at the top dose activity change, positive = activation, most hits filed as activators; hit rate 0.063% among 320,000; also: % of control where 0% means no effect; nearly all actives have a fitted effect of over 45% in size
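p53-null H1299 cells stably carrying temperature-sensitive p53-A138V and a BP100-luciferase reporter were pinned with compounds (4-point, 1:5 series) and held 24 hrs at 37 deg C. Luminescence was read 10 min after detection reagent.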
MBNL1-CUG inh – MBNL1-poly(CUG) RNA binding inhibition. Potency, µM (top dose mostly 57.5 µM), for inactives: at the top dose activity change, negative = inhibition, usual class: inhibitors. TR-FRET MBNL1-His/biotin-(CUG)12 binding, 665/545 ratio. hit rate 0.036% among 280,000. AID 2675; active = well fitted inhibition curve with a large enough effect in the signal ratio, with a control signal flat, not every such curve was filed as active; inconclusive = small, poorly fitted or top-dose-only effect, or effect the other way, or a change in a side signal; inactive = no such curve, though single readings can be large or run the other way; the % refers to the signal ratio; also: % is scaled to controls: 0 for no effect and ±100 for the full control effect
Target sequence (Q9NR56 whole entry, looked up): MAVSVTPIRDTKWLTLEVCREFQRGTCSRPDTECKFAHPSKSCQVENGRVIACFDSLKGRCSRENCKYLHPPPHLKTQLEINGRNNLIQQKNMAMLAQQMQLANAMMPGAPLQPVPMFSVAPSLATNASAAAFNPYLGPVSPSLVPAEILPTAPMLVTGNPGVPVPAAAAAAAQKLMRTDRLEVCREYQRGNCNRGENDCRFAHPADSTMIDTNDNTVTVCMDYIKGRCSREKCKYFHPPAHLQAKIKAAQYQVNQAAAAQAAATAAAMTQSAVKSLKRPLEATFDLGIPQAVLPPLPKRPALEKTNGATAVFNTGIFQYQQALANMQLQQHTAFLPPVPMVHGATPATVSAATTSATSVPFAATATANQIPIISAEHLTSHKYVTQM
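TR-FRET readout: Ex 340 nm, 665/545 nm emission ratio, normalized to buffer-only (basal) and MBNL1-(CUG)12 controls. Complex of MBNL1-His with Biotin-(CUG)12, compounds 92 nM–58 uM, incubated 60 min at room temperature.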
BRCA1 expr act – increases BRCA1 expression. hit rate 1.1% among 380,000. Potency, µM (doses to about 46.1 µM), inactives show at the top dose activation, usual class: activators. MCF7-BRCA1-FFLuc reporter, luminescence, 48 h; response scale: scaled: vehicle 0%, 10 µM genistein 100%; also: nearly all actives have a fitted effect of over 80% in size; some results filed as inactive show a strong effect at the top dose
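Quantitative HTS in MCF7 cells stably reporting BRCA1 expression via firefly luciferase. Compound treatment lasts 48 h at 37 °C in phenol-red free MEM. Activation is expressed relative to genistein at 10 microM and DMSO.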
Rab9 prom act – activates the Rab9 promoter; Huh7 Rab9 promoter-luciferase reporter, luminescence, 24 h; Potency, µM (highest dose often 9.22 µM), for the others: at the top dose activation, negative = inhibition, actives largely listed as activators; hit rate 2.8% among 320,000; AID 485297; also: % of control where 0% means no effect; nearly all actives have a fitted effect of over 60% in size
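Using Huh7 cells stably transfected with Rab9 promoter–luciferase, compounds were incubated 24 h at 37 °C, 5% CO2; luciferase luminescence was read 10 min after reagent addition.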
uPA generation – blocks generation of uPA at the cell surface | hit rate 0.31% among 330,000 | AID 540303 | cell surface uPA generation assay, qHTS | Potency, µM (series often up to 38.3 µM), without a hit: at the top dose activity change, negative = inhibition, hits mostly inhibitors; active = well fitted inhibition curve with a large enough effect; inconclusive = small, poorly fitted or top-dose-only effect; inactive = no such curve, though single readings can be large or run the other way; tested in mouse RAW 264.7 cells; also: % is scaled to controls: 0 for no effect and ±100 for the full control effect; nearly all actives have a fitted effect of over 55% in size
ELG1 genotoxic – induces genotoxicity in HEK293T cells with luciferase-tagged ELG1; HEK293T ELG1-luciferase reporter, luminescence, 16 h; Potency, µM (top dose mostly 46 µM), inactives show at the highest dose activity change, positive = activation, actives largely listed as activators; hit rate 1.3% among 330,000; also: % of control where 0% means no effect; nearly all actives have a fitted effect of over 60% in size
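Quantitative HTS format in 1536-well plates. HEK293T ELG1-luciferase reporter cells receive test compound and are incubated 16 hr at 37 °C, 5% CO2; ONE-Glo added, 30 min room temperature, then luminescence read.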
Gal4-VP16 FLuc – counter-screen for ROR gamma inhibitors: Gal4-VP16 reporter. Potency, µM (top dose mostly 53.6 µM), without a hit: at the highest dose activity, negative = inhibition, hits mostly inhibitors. hit rate 3.5% among 310,000. AID 2546. Drosophila S2 Gal4-VP16 UAS-luciferase, luminescence, 20 h;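 also: Gal4-VP16 expression switched on by copper sulfate through the metallothionein promoter; % is scaled to controls: 0 for no effect and ±100 for the full control effect; nearly all actives have a fitted effect of over 50% in size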
RORgamma inh – inhibitors of mouse ROR gamma transcriptional activity | P51450 | Drosophila S2 Gal4-RORgamma UAS-luciferase reporter, 20 h | Potency, µM (doses to about 53.6 µM), inactives show top-dose activity change, negative = inhibition, usual class: inhibitors | hit rate 5.4% among 310,000 | AID 2551; also: % is scaled to controls: 0 for no effect and ±100 for the full control effect; nearly all actives have a fitted effect of over 60% in size
Target sequence (P51450 whole entry, looked up, the tested form may be a part): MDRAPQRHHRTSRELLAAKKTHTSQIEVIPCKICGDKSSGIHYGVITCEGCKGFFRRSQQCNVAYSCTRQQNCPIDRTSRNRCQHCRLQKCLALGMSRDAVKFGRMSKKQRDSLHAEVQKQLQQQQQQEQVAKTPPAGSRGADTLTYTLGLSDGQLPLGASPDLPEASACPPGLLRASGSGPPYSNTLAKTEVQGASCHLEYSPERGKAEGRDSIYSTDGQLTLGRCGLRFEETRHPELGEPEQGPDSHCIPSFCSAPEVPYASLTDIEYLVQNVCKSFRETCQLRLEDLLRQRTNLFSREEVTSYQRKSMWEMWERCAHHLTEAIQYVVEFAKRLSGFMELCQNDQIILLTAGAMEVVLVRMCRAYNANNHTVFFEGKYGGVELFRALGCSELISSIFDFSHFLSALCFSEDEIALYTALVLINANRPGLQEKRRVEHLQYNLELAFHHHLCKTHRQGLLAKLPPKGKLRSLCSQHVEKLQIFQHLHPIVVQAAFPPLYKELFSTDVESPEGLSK
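Compounds are pin-transferred onto Drosophila Schneider cells expressing a copper-inducible Gal4–ROR gamma transactivation domain fusion. After 1 hr, copper sulfate is added to 700 uM final; luciferase is read 20 hr later.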
NPC1 promoter act – activators of NPC1 promoter; Huh7 NPC1 promoter luciferase reporter, 24 h; Potency, µM (titrated, usually from 9.22 µM), for the others: at the highest dose activation, usual class: activators; hit rate 2.4% among 320,000; AID 485313;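 also: % of control where 0% means no effect; nearly all actives have a fitted effect of over 60% in size; reporter is driven by a mutant NPC1 promoter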
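Stable NPC1-promoter luciferase Huh7 line; cpd (DMSO) 24 h, 37 °C, 5% CO2; Amplite luciferase reagent 10 min RT; luminescence readout. qHTS format.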
FLuc modulator – firefly luciferase modulation, counter-screen for miR-21 project; P08659; AID 588342; purified FLuc, Km substrates, luminescence inhibition; hit rate 6.9% among 360,000; Potency, µM (top dose mostly 57.5 µM), without a hit: at the highest dose activity change, negative = inhibition, hits mostly inhibitors;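 also: plate controls were vehicle for no effect and reference inhibitor for full effect; nearly all actives have a fitted effect of over 55% in size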
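Purified P. pyralis luciferase (10nM final) with 10uM D-luciferin and 10uM ATP (Km levels) in 50mM Tris acetate pH 7.5, 10mM Mg acetate, 0.01% Tween-20, 0.05% BSA; qHTS 6-point titration, ~60 µM downward; luminescence read.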
MLL CXXC-DNA inh – blocks binding of human MLL CXXC domain to DNA; Q03164; MLL-CXXC / FITC-HOXA9 DNA fluorescence polarization; Potency, µM (series often up to 115 µM), without a hit: at the top dose activity change, negative = inhibition, most hits filed as inhibitors; hit rate 0.037% among 290,000; AID 2662; active = well fitted inhibition curve with a large enough effect in the polarisation, with a control signal flat, not every such curve was filed as active; inconclusive = small, poorly fitted or top-dose-only effect, or effect the other way, or a change in a side signal; inactive = no such curve, though single readings can be large or run the other way; the % refers to the polarisation
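Fluorescence polarization: 7 uM MLL-CXXC (stock) preincubated 5 min with compounds, then 50 nM fluorescein-HOX-A9 DNA (stock) added; 30 min ambient. Buffer 50 mM Tris-HCl pH 7.5, 50 mM NaCl, 1 mM DTT, 0.05% BSA.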
Starred values were filed as active, the others as inactive; ? = inconclusive; . = not tested or not shown; & = joins results of further samples; [ ] = remark or other dose. Unless noted, calls follow the shape of the dose curve; as a rule, active = well fitted curve in the direction sought with a large enough effect; inconclusive = small, poorly fitted or top-dose-only effect, or another doubt; inactive = no such curve, though single readings can be large; an effect the other way counts as inactive or inconclusive. Potency is read from the fitted curve at half-maximal effect.

SMILES	p53 reactivation	MBNL1-CUG inh	BRCA1 expr act	Rab9 prom act	uPA generation	ELG1 genotoxic	Gal4-VP16 FLuc	RORgamma inh	NPC1 promoter act	FLuc modulator	MLL CXXC-DNA inh
COc1cccc(C(=O)N/N=C(\C)c2cccc(NC(=O)c3ccc(F)cc3)c2)c1OC	-6.0%	-0.9%	28.1%	0.2%	?	-15.6%	-3.2%	19.0%	-2.8%	13.5µM*	12.4%
CC(C)(C)OC(=O)N[C@@H](Cc1ccccc1)[C@H](O)c1ccco1	0.8%	-12.4%	8.2%	-0.8%	6.2%	0.1%	1.2%	-8.1%	-0.2%	5.5%	-6.7%
COc1ccc(NC(=O)N(Cc2cc3cc(OC)c(OC)cc3[nH]c2=O)CC2CCCO2)cc1 (stereo not drawn)	1.9%	7.4%	8.1%	12.8%	-5.9%	4.5%	2.4%	22.4%	0.4%	?	-9.1%
COc1cc(C)c(Cl)cc1S(=O)(=O)NCc1ccccn1	7.6%	-3.1%	2.9%	-1.3%	-4.7%	1.1%	2.5%	?	1.8%	-1.0%	19.3%
COc1cc(C(=O)N2CCN(C/C=C/c3ccccc3)CC2)cc(OC)c1OC	-18.8%	-8.1%	-13.4%	-0.4%	0.1%	-8.8%	7.4%	-16.1%	-6.4%	0.9%	2.2%
CCCCS(=O)CC(CS(=O)CCCC)OC(=O)c1ccccc1 (stereo not drawn)	-1.6%	-3.1%	4.2%	2.6%	1.0%	2.1%	3.8%	-22.7%	-0.8%	3.6%	1.2%
O=C(O)c1ccccc1Nc1ccccc1C(=O)O	-3.9%	6.0%	4.2%	9.0%	.	4.4%	-1.9%	6.8%	6.3%	-0.5%	-10.8%
COc1ccc(-c2noc(CCCC(=O)Nc3ccc(C(N)=O)cc3)n2)cc1OC	-1.2%	.	-31.1%	4.5%	3.9%	0.0%	-13.1%	-6.1%	4.4%	-13.0%	1.8%
CCc1ccc(C(C(=O)NC2CCCC2)N(C(=O)c2csnn2)C2CC2)cc1 (stereo not drawn)	-4.2%	2.8%	-21.0%	-2.1%	-0.7%	-3.4%	3.6%	0.3%	2.3%	0.8%	17.9%
CCOC(=O)N1CCN(C(=O)CSC2=NS(=O)(=O)c3ccccc3N2)CC1	2.6%	.	3.4%	2.1%	-2.6%	2.9%	.	.	-4.3%	10.0%	.
Cc1ccc(S(=O)(=O)c2nc(NCCN(C)C)sc2Cl)cc1	-0.2%	0.4%	19.6%	3.0%	-0.2%	-14.4%	1.1%	14.5%	1.3%	0.1%	3.5%
COc1ccc(C(=O)NCC2(c3ccc(OC)c(OC)c3)CCCC2)c(OC)c1	-70.7%[inhibitor]	2.8%	-25.0%	-3.6%	12.1%	-0.6%	0.6%	25.6%	-4.4%	1.4%	4.4%
O=C(CN1CCN(Cc2ccc(Cl)cc2)CC1)N/N=C/c1c[nH]c2ccccc12	-2.2%	16.4%	-31.8%	-0.4%	-1.0%	-5.8%	6.9%	4.1%	3.3%	0.2%	3.4%
Cc1occc1-c1nnc(SCC(=O)NCCc2ccccc2)o1	16.2%	-4.2%	4.6%	18.1%	-2.1%	4.4%	-3.5%	5.6%	26.5%	2.1%	-1.9%
CCOC(=O)C1C(=O)C=C(/C=C/c2ccccc2)CC1c1ccc(Cl)cc1 (stereo not drawn)	-6.2%	-0.9%	-5.8%	-2.7%	.	-3.6%	-8.1%	1.9%	-3.9%	-1.5%	4.6%
Cc1ccc(C(=O)NCCCC(=O)O)o1	0.2%	?	-3.3%	-4.0%	1.3%	-3.4%	3.4%[0.365 µM]	?	1.3%	-2.0%	-0.8%
COc1ccccc1C1=NNC(=Nc2cccc(S(=O)(=O)N(C)C)c2)SC1	-2.5%	-5.1%	-71.4%	0.6%	-11.6%	-13.5%	1.8%	-17.4%	-10.2%	-7.3%	-4.7%
CCOc1ccc(CNC(=O)C2CCCN(c3nnc(C)c4c(C)n(-c5ccccc5)nc34)C2)cc1 (stereo not drawn)	15.0%	-11.7%	-19.2%	-0.5%	-8.9%	-0.5%	-4.8%	-25.4%	-0.8%	-1.0%&-23.8%	10.0%
CN(CC(=O)Nc1ccccc1Cl)C(=O)COC(=O)c1ccc(C(F)(F)F)cc1	2.8%	.	-0.4%	0.5%	-2.7%	-0.5%	.	.	-4.0%	0.5%	.
COCCN(C(=O)c1cccc(N2C(=O)CCC2=O)c1)c1nc(-c2ccc([N+](=O)[O-])cc2)cs1	0.3%	.	-26.9%	-6.9%	-12.6%	-4.4%	.	.	-1.7%	-0.2%	.
COc1ccccc1N1CCN(C(=O)CCc2nnc3ccc(N4CCOCC4)nn23)CC1	3.5%	-7.5%	9.1%	-1.5%	-0.2%	-1.8%	1.5%	1.0%	-0.9%	2.9%	7.6%
CCS(=O)(=O)c1nc(S(=O)(=O)c2ccc(Cl)cc2)c(NCc2ccccn2)s1	-5.4%	51.3%[activator]	-11.9%	1.1%	4.9%	0.5%	-6.1%	5.2%	-0.1%	-4.9%	7.9%
O=c1[nH]c(SCc2ccc(Cl)cc2)nc2[nH]ncc12	-0.2%	-8.8%	91.5%	22.4%	-28.3%	?	2.3%	35.7%	16.6%	?	16.5%
COc1ccc(NC(=O)COC(=O)C2CC(=O)N(c3ccc(C)cc3)C2)cc1 (stereo not drawn)	-1.3%	-1.6%	-0.2%	9.3%	3.2%	?	-7.8%	-3.7%	-3.1%	-0.2%	4.8%
O=c1cc(N2CCN(c3ccc(F)cc3)CC2)[nH]c(=O)n1C1CCCCC1	0.9%	-8.0%	-53.2%	-5.8%	-8.2%	2.1%	-3.9%	27.9%	-21.5%	-0.5%	14.4%
COc1ccc(CC(=O)N2CCN(S(=O)(=O)c3ccc(Cl)s3)CC2)cc1	-1.4%	.	-8.0%	7.4%	5.1%	0.5%	.	.	1.7%	0.5%	.
CCOCCCNC(=O)C(c1ccc(OC)cc1)N(Cc1cccs1)C(=O)c1ccccc1O (stereo not drawn)	-5.4%	1.5%	-14.8%	-5.9%	4.9%	-10.8%	-4.7%	4.6%	-2.6%	1.1%&-7.9%	4.1%
Fc1cccc(Cl)c1CNCc1cccnc1	7.9%	-9.4%	1.5%	8.6%	-2.0%	-6.3%	7.9%	-4.4%	-4.2%	-1.7%	-2.1%
COc1ccc(CNC(=O)C(OC(=O)c2ccco2)c2ccc(OC)cc2)cc1 (stereo not drawn)	6.1%	9.4%	6.2%	-2.7%	3.7%	-0.1%	19.8%	-16.0%	-1.8%	-5.5%	0.5%
COc1ccc(CC(NC(C)=O)C(=O)NC2CCN(c3ncccc3[N+](=O)[O-])CC2)cc1 (stereo not drawn)	-0.8%	?	-5.4%	3.2%	4.6%	1.1%	-19.8%	17.4%	-1.9%	-3.5%	3.7%
O=C(CSc1ncnc2c1cnn2-c1ccccc1)NC1CCCC1	8.3%	.	-26.5%	-2.5%	-10.3%	?	.	.	0.2%	?	.
Cc1ccc(S(=O)(=O)NCC(=O)Nc2ccc3c(c2)OCCO3)cc1	-2.8%	?	0.0%	0.1%	2.9%	-5.4%	-0.6%	-2.1%	-5.2%	-1.1%	11.9%
CCOc1cccc(C2c3c(oc4cc(C)c(C)cc4c3=O)C(=O)N2CCCN(C)C)c1 (stereo not drawn)	?	?	.	-2.6%	.	-4.3%	-0.2%	?	6.2%	-3.0%	-2.7%
COC(C[C@@H](O)[C@H](C)[C@H](O)COCc1ccccc1)OC	2.8%	-6.6%	2.0%	-9.9%	7.2%	2.2%	1.7%	20.4%	-3.4%	-2.2%	0.2%
O=C(Cn1c2c(c(-c3ccccc3Cl)cc1=O)CCC2)NCC1CCCO1 (stereo not drawn)	0.6%	-1.3%	11.5%	-0.9%	3.9%	-0.3%	10.1%	-14.0%	-1.4%	4.1%	8.1%
CN(Cc1ccccc1)C(=O)C1CCN(S(=O)(=O)c2cccc3nonc23)CC1	-1.7%	?	-5.8%	-6.0%	-2.5%	-2.5%	9.0%	10.5%	2.1%	0.5%	-2.1%

This is a subset. The share of hits here may be higher or lower than overall.
